# Assay outcomes from PubChem BioAssay.
# MPTP inh – blocks calcium-induced mitochondrial swelling; inhibition, % at 10 µM; 360,000 compounds, 1.4% hits; isolated mouse mitochondria, Ca2+ swelling absorbance, 30 min;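 active = inhibition of 50% or more, scaled per plate between neutral and stimulator controls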;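 also: 0% = DMSO wells given calcium and 100% = 1 mM EGTA wells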
# mIAP block – blocks mouse intestinal alkaline phosphatase. purified mouse IAP, CDP-Star luminescence, 30 min. 330,000 compounds, 0.2% hits. inhibition, % at 10 µM. AID 2806;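 active = inhibition of at least 40% at 10 µM in the primary screen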;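 also: plate controls were DMSO with enzyme for no effect and no enzyme wells for full effect; values of inactives mirror those of a sister screen read the other way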
# beta cell repl – MIN6 beta-cell proliferation induction; MIN6 cells proliferation, ATPlite luminescence, 48 h; cells starved in 0.2% serum; 100% = growth in 10% serum; proliferation, % at 10 µM; 330,000 compounds, 0.29% hits;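 active = compounds whose signal lies at least 3.5 SD above the mean of all wells on their plate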;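 also: 0% = DMSO-treated cells in low-serum medium and 100% = 10% serum control; some compounds called inactive have numbers as strong as hits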
# mIAP act – mouse IAP activation | activation factor at 10 µM | muIAP, CDP-Star luminescence, 30 min; stronger effect = higher value; 1 = vehicle-only enzyme signal, 0 = enzyme-free wells | 330,000 compounds, 0.24% hits | AID 2805;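 active = activation factor of at least 2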; also: the source names both 10 and 20 µM as test concentration; values of inactives mirror those of a sister screen read the other way
#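 System: mouse IAP enzyme. Reagent: CDP-Star chemiluminescent phosphatase substrate. Benchmarks: DMSO wells, no-enzyme wells. Times: 30 min enzyme-substrate-compound incubation at room temperature. Detection: luminescence from enzymatic CDP-Star hydrolysis. Doses: test compounds delivered from DMSO solution.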
# A3A deaminase – inhibitors of human APOBEC3A DNA deaminase | P31941 | recombinant A3A, FAM/TAMRA ssDNA deamination fluorescence | inhibition, % at 20 µM | 330,000 compounds, 0.41% hits;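 active = at least 40% inhibition at 20 µM here, with at most 30% in a related deaminase screen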;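 also: plate controls were A3A with DMSO for no effect and wells lacking A3A enzyme for full effect; some results filed as inactive read as strong as hits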
# Target sequence (P31941 whole entry, looked up): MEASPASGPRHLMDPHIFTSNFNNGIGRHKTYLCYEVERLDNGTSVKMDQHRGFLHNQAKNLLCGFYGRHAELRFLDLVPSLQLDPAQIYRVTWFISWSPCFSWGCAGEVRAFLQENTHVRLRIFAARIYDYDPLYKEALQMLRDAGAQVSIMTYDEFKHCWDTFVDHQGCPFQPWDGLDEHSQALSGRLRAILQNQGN
# hIAP block – blocks human intestinal alkaline phosphatase; 330,000 compounds, 0.12% hits; AID 2544; inhibition, % at 10 µM; P09923; purified IAP, CDP-Star luminescence, 30 min;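 active = inhibition reaching a set limit with compound at 10 µM in the primary screen, cut at about 35% in these data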;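 also: plate controls were DMSO wells with enzyme for no effect and no-enzyme buffer wells for full effect; values of inactives mirror those of a sister screen read the other way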
# ATG4B inhibitor – ATG4B (human) cysteine protease inhibition | ATG4B cleavage of LC3-PLA2, NBD-HPC fluorescence, 1 h | inhibition, % at 8.33 µM | 340,000 compounds, 0.51% hits | AID 504462; in the data active = inhibition above about 40%
# Target sequence (Q9Y4P1 whole entry, looked up): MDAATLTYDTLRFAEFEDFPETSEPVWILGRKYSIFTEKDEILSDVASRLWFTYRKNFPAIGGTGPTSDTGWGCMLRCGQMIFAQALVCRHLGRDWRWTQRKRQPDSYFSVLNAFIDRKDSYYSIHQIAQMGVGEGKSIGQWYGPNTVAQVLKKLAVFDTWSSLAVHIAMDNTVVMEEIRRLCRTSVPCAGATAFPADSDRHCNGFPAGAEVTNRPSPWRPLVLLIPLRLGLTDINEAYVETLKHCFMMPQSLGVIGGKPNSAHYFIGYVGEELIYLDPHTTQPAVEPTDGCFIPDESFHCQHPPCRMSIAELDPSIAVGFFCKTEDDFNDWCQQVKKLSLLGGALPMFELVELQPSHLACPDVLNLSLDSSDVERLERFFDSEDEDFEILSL
# A3G deaminase – blocks human APOBEC3G single-stranded DNA deamination; Q9HC16; recombinant A3G, ssDNA deamination FAM/TAMRA fluorescence; inhibition, % at 20 µM; 330,000 compounds, 0.28% hits; AID 493012;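 active = inhibition of at least 40% at 20 µM, with no more than 30% in the related APOBEC3A deaminase screen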;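 also: plate controls were DMSO wells with A3G for no effect and wells lacking A3G enzyme for full effect; some compounds called inactive have numbers as strong as hits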
# Target sequence (Q9HC16 whole entry, looked up): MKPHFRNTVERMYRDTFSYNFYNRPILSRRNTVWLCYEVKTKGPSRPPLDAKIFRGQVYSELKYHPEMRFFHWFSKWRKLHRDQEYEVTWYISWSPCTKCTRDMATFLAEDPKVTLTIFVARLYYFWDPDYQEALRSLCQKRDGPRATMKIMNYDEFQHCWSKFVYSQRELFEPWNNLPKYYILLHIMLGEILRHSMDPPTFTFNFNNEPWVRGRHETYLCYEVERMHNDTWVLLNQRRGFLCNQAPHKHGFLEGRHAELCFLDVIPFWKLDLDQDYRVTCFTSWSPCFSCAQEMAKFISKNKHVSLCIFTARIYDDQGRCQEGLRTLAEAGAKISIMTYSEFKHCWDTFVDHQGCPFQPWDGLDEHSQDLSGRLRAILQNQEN
# hIAP act – human IAP activation. P09923. purified human IAP, CDP-Star luminescence, 30 min; stronger effect = higher value; 1 = vehicle-only enzyme, 0 = enzyme-free background. activation factor at 10 µM. 330,000 compounds, 0.16% hits;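 active = activation factor of the enzyme at least 2-fold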; also: the source names both 10 and 20 µM as test concentration; values of inactives mirror those of a sister screen read the other way
# Starred values were filed as active, the others as inactive.
SMILES,MPTP inh,mIAP block,beta cell repl,mIAP act,A3A deaminase,hIAP block,ATG4B inhibitor,A3G deaminase,hIAP act
Cc1ccc(C)c(C(=O)CSc2nnc(C)s2)c1,-0.7,10,-1,0.9,2,-1,-3,1,1
CCOc1ccccc1CNCCN1CCOCC1,-0.9,4,-1,0.96,0,8,-5,-4,0.92
CCOC(=O)c1cc(C#N)c(Oc2cccc(C(F)(F)F)c2)nc1-c1ccccc1,1.5,7,-4,0.93,-1,9,-5,1,0.91
COc1ccc(NC2(c3ccc(Cl)cc3)C(=O)c3ccccc3C2=O)cc1,-3.0,5,-2,0.95,-2,1,6,-6,0.99
Cc1ccc(SCC(=O)OCC(=O)N(C)CC(=O)Nc2ccccc2Cl)cc1,-0.3,-6,4,1.1,2,-2,-4,0,1
O=C(CCN1C(=O)c2cccc([N+](=O)[O-])c2C1=O)Nc1nccs1,-1.6,-8,-3,1.1,2,-16,-6,3,1.2
Cc1cc(C(=O)NCc2ccco2)on1,0.6,-8,1,1.1,1,-4,-7,-9,1
COc1cc2c(cc1OC)-c1cc(Nc3ccc(F)cc3)nc(=O)n1CC2,0.0,9,6,0.91,-6,-14,-4,-9,1.1
CCOc1ccc(NC(=O)Nc2ccon2)cc1,2.5,-2,-3,1,-2,-16,-4,-5,1.2
CCOc1ccc(S(=O)(=O)NC2=NCCCCC2)cc1,0.0,-4,6,1,-3,14,-2,-9,0.86
CN1CCN(CCCNC(=O)c2cn(C)c3ccc(S(=O)(=O)N(C)C)cc3c2=O)CC1,-1.5,-4,-2,1,0,-12,1,5,1.1
CCOc1cc(C=O)cc(Cl)c1OCC(N)=O,-1.8,1,-1,0.99,2,-2,-13,14,1
Cc1cc(=O)oc2c(C)c(OCC(=O)N3CCC(C(=O)O)CC3)ccc12,0.5,-10,-1,1.1,-6,6,-10,-12,0.94
COCCN(C(C)=O)c1nnc(-c2cnccn2)s1,-0.5,-20,-1,1.2,-4,-7,-10,-2,1.1
Cc1cc(C)cc(N(CC(=O)Nc2cccc(C)n2)S(=O)(=O)c2c(C)noc2C)c1,-1.3,-1,-2,1,0,25,-8,2,0.75
CCOC(=O)c1c(CN(C)C)n(-c2ccccc2)c2cc(Br)c(OC)cc12,-0.6,22,-6,0.78,-2,6,-2,-3,0.94
O=C1c2cc(S(=O)(=O)NCCCO)ccc2-c2ccc(S(=O)(=O)NCCCO)cc21,-1.6,4,-2,0.96,-5,20,-10,-8,0.8
CCOc1ccccc1CN1CCN(Cc2cccc3nonc23)CC1CCO (stereo not drawn),-0.6,10,2,0.91,0,5,-4,10,0.95
CCOC(=O)C1=C(C)NC(=S)NC1c1ccc(-c2ccc(Cl)cc2)o1 (stereo not drawn),8.7,1,-5,0.99,-3,0,-14,-3,1
CCCN(CCC)CCCNC(=O)c1cn(CCOC)c(=O)c2c1c1ccccc1n2C,-1.0,2,-5,0.98,2,5,-8,3,0.95
CCc1ccc(C(=O)NNC(=O)C2CC(=O)N(c3ccc4c(c3)OCCO4)C2)cc1 (stereo not drawn),0.2,0,-3,1,-1,-36,9,-3,1.4
Cc1ccc(-n2ccc(=O)c(C(=O)Nc3ccc(S(=O)(=O)Nc4nccc(C)n4)cc3)n2)cc1,-1.1,-6,1,1.1,-2,-4,0,4,1
O=C(CCn1cccc1)NCc1ccccc1,-0.9,1,0,0.99,0,6,0,-6,0.94
Cc1csc(CNC(=O)C2CCC(=O)N(CCCc3ccccc3)C2)n1 (stereo not drawn),-0.5,11,5,0.89,-6,-18,18,-9,1.2
CN(CC(=O)Nc1ccccc1Cl)C(=O)CSC(=S)N1CCCC1,-1.9,4,-2,0.96,-3,4,-5,-7,0.96
Cc1ccc(C(=O)Nc2c(C)cc(-c3ccccc3)oc2=O)cc1,-0.9,2,-3,0.98,3,-5,0,4,1.1
O=C(CCC1COc2ccccc2O1)Nc1cccnc1 (stereo not drawn),1.3,6,0,0.94,-1,-3,8,-2,1
CN(C)C(=O)COc1ccc(C(=O)/C=C/c2cccnc2)cc1,0.9,-7,-3,1.1,2,2,-5,-8,0.98
CCCCC(=O)Nc1ccc(C(=O)NCCN2CCOCC2)cc1,0.5,2,-4,0.98,-2,-29,-1,-3,1.3
CCCCCNC(=O)CCCCn1c(=O)[nH]c2cc(OCC)c(OCC)cc2c1=O,-1.2,-9,-3,1.1,3,2,-6,1,0.98
COc1ccc(Cl)cc1Nc1nc(C)cc(C)c1C(N)=O,-1.5,2,1,0.98,1,-18,0,0,1.2
C=C(C)CSc1nc(N)c2c(C)c(C)sc2n1,0.4,-1,-1,1,1,-5,2,-2,1.1
CC(C)(C)c1ccc(C(=O)N2CCN(S(=O)(=O)c3ccc(Br)s3)CC2)cc1,0.8,14,-6,0.86,2,5,-1,0,0.95
Cc1nnc(NC(=O)C2COc3ccccc3O2)s1 (stereo not drawn),0.2,10,-2,0.9,-1,11,3,-2,0.89
CCOc1cc(/C=C2/NC(=S)NC2=O)ccc1OCc1ccc([N+](=O)[O-])cc1,-0.7,7,-2,0.93,-1,2,3,-1,0.98
COc1ccccc1N(CC(=O)N(C)Cc1ccccc1)S(=O)(=O)c1cccs1,-0.2,-13,-4,1.1,0,3,4,-6,0.97
Cn1c(Cc2ccccc2)n[nH]c1=S,0.6,2,0,0.98,-1,-5,-7,-11,1
O=C1CC(N2CCSCC2)C(=O)N1CCc1ccccc1 (stereo not drawn),-4.2,-7,0,1.1,-5,2,-11,-4,0.98
Cc1ccc2[nH]c3c(c2c1)CN(C)CC3,1.1,1,-1,0.99,-1,10,-4,16,0.9
CCS(=O)(=O)N1CCCC(C(=O)NCc2ccc(C)cc2)C1 (stereo not drawn),-1.0,2,-2,0.98,0,8,1,-6,0.92
Cc1nn(-c2ccccc2)c2nc(-c3ccco3)cc(C(=O)O)c12,-6.2,5,-2,0.95,67*,1,27,21,0.99
CCCCNC(=O)c1ccc(NS(=O)(=O)c2ccccc2)cc1,-2.6,0,-1,1,4,22,12,2,0.78
CN(C)c1ccc(-c2nc3ccccc3n2C)cc1,0.1,4,-4,0.96,-3,14,-2,-1,0.86
Cc1ccc(NC(=S)NNC(=O)C2CC2c2ccc(C)cc2)cc1 (stereo not drawn),4.9,3,2,0.97,-1,16,0,-3,0.84
Cc1c(NC(=O)COC(=O)COc2ccc(Nc3ccccc3)cc2)c(=O)n(-c2ccccc2)n1C,-0.6,-9,-1,1.1,2,-21,-6,-6,1.2
COc1ccc(N2CCN(C(=O)c3ccc(C)c(NC(=O)C4=C(C)OCCS4)c3)CC2)cc1,-1.6,-2,7,1,-8,-13,-1,-5,1.1
COc1cc2c(cc1OC)CN(C(=S)Nc1ccc(OC(F)F)cc1)CC2,0.4,7,-4,0.93,3,-4,-9,-5,1
CCc1ccc(C(=O)N/N=C(\C)c2ccncc2)s1,-1.5,5,0,0.95,-5,13,-1,-6,0.87
COc1ccccc1OCC(=O)Nc1cc(C)ccc1NC(=O)c1ccco1,0.3,-5,2,1.1,4,0,-3,3,1
CCc1cccc2c(C(=O)COC(=O)c3ccc(O)cc3)c[nH]c12,3.8,0,-4,0.99,1,18,8,-8,0.82
COC(=O)c1ccc(C(=O)NC2CCCc3c2cnn3-c2ccccc2F)nc1 (stereo not drawn),-0.9,6,-2,0.94,-6,8,-2,-6,0.92
CC(C)Oc1ccc(NC(=O)c2ccncc2)cc1,3.6,8,-2,0.92,0,-6,14,-3,1.1
Cc1ccc(-n2cccc2/C=N/n2cnnc2)cc1Cl,-2.7,5,2,0.95,0,-6,-3,-3,1.1
O=C(CNC(=O)c1ccccc1F)NCCOc1cccc(Cl)c1Cl,8.7,10,1,0.9,-3,-6,3,-9,1.1
Cc1ccc(NC(=O)CSc2nccn2Cc2ccccc2)cc1C,-4.3,-8,-3,1.1,-2,-7,-6,-3,1.1
Nc1nnc(CCS(=O)(=O)c2ccc(Cl)cc2)s1,0.1,-2,0,1,-7,-11,-2,-10,1.1
COc1cc(CN2CCCC(CO)(Cc3ccccc3F)C2)ccc1O (stereo not drawn),0.5,3,2,0.97,-4,12,-3,-5,0.88
COc1ccc(Cc2nnc(N=Nc3c(O)[nH]c4ccc(Br)cc34)[nH]c2=O)cc1,3.8,4,-3,0.96,-2,-6,5,-3,1.1
Cc1nn(Cc2noc(C(=O)NCc3ccc(F)cc3)n2)c(C)c1Br,2.2,3,3,0.97,0,1,-3,-5,0.99

# Gathered by group: the compounds so far with four or more nitrogen atoms.
SMILES,MPTP inh,mIAP block,beta cell repl,mIAP act,A3A deaminase,hIAP block,ATG4B inhibitor,A3G deaminase,hIAP act
O=C(CCN1C(=O)c2cccc([N+](=O)[O-])c2C1=O)Nc1nccs1,-1.6,-8,-3,1.1,2,-16,-6,3,1.2
CN1CCN(CCCNC(=O)c2cn(C)c3ccc(S(=O)(=O)N(C)C)cc3c2=O)CC1,-1.5,-4,-2,1,0,-12,1,5,1.1
COCCN(C(C)=O)c1nnc(-c2cnccn2)s1,-0.5,-20,-1,1.2,-4,-7,-10,-2,1.1
Cc1cc(C)cc(N(CC(=O)Nc2cccc(C)n2)S(=O)(=O)c2c(C)noc2C)c1,-1.3,-1,-2,1,0,25,-8,2,0.75
CCOc1ccccc1CN1CCN(Cc2cccc3nonc23)CC1CCO (stereo not drawn),-0.6,10,2,0.91,0,5,-4,10,0.95
CCCN(CCC)CCCNC(=O)c1cn(CCOC)c(=O)c2c1c1ccccc1n2C,-1.0,2,-5,0.98,2,5,-8,3,0.95
Cc1ccc(-n2ccc(=O)c(C(=O)Nc3ccc(S(=O)(=O)Nc4nccc(C)n4)cc3)n2)cc1,-1.1,-6,1,1.1,-2,-4,0,4,1
Cc1c(NC(=O)COC(=O)COc2ccc(Nc3ccccc3)cc2)c(=O)n(-c2ccccc2)n1C,-0.6,-9,-1,1.1,2,-21,-6,-6,1.2
COC(=O)c1ccc(C(=O)NC2CCCc3c2cnn3-c2ccccc2F)nc1 (stereo not drawn),-0.9,6,-2,0.94,-6,8,-2,-6,0.92
Cc1ccc(-n2cccc2/C=N/n2cnnc2)cc1Cl,-2.7,5,2,0.95,0,-6,-3,-3,1.1
COc1ccc(Cc2nnc(N=Nc3c(O)[nH]c4ccc(Br)cc34)[nH]c2=O)cc1,3.8,4,-3,0.96,-2,-6,5,-3,1.1
Cc1nn(Cc2noc(C(=O)NCc3ccc(F)cc3)n2)c(C)c1Br,2.2,3,3,0.97,0,1,-3,-5,0.99
